Bioassay records deposited in PubChem BioAssay by National Center for Advancing Translational Sciences (NCATS).
FBPA Giardia inh – Giardia lamblia aldolase inhibition; purified Giardia FBPA; Potency, µM (highest dose often 59.6 µM), for inactives: at the highest dose activity, negative = inhibition, most hits filed as inhibitors; 290,000 compounds, 0.71% hits; AID 2451; further: potency means the concentration at half of the fitted maximal effect; on the % scale 0 is the no-effect control and ±100 the full control effect; nearly all actives have a fitted effect of over 55% in size
Target sequence (A8B2U2 whole entry, looked up): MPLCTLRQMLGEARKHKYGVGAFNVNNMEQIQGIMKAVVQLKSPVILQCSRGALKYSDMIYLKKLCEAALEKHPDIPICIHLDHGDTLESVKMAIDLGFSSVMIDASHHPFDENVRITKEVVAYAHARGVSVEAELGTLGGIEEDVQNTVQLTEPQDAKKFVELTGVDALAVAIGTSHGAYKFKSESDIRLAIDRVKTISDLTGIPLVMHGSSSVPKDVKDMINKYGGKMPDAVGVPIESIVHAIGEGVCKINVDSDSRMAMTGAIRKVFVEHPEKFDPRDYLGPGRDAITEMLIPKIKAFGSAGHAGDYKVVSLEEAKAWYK
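40 nM FBPA preincubated 10 min at RT with compound (up to 57.5 uM final), then substrate plus GAPDH/TPI/NAD/arsenate coupling and diaphorase/resazurin added. Fluorescence read after 20 min at RT, 525/598 nm.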
HCMV antiviral – blocks human cytomegalovirus replication. AID 1259415. HFF cells, HCMV-luciferase reporter, 72 h; stronger effect = lower value. 410,000 compounds, 4.5% hits. activity change, negative = inhibition, % at 57.5 µM; in the data active means activity change below about -60%; inconclusive means no clear call, values can overlap the other calls; inactive means above about -39%; further: on the % scale 0 is the no-effect control and ±100 the full control effect
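Luciferase read-out from HCMV-luciferase-infected HFFs (MOI 1 PFU/cell) 72 h post infection at 37C; compounds added after 16 h cell attachment; activity normalized between buffer-only basal and Salinomycin (10uM) inhibitor controls.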
AMA1-RON2 inh – AMA1-RON2 (P. falciparum) interaction inhibition; AlphaScreen AMA1-biotinylated RON2 peptide binding; Potency, µM (highest dose often 58.2 µM), for inactives: top-dose activity change, negative = inhibition, actives largely listed as inhibitors; 360,000 compounds, 0.2% hits; AID 720542;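 further: potency means the concentration at half of the fitted maximal effect; 0% = vehicle wells and -100% = peptide control; nearly all actives have a fitted effect of over 45% in size; some results filed as inactive show a strong effect at the top dose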
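AMA1 (3D7) with his tag at 25 nM final met compounds first, then biotinylated RON2 peptide at 25 nM; detection used donor plus acceptor beads, 10 µg/mL apiece, read by AlphaScreen after 30 min at room temperature.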
Shiga inhibitor – Shiga toxin inhibition. Vero cells, Shiga toxin protein synthesis inhibition reporter. inhibition, % at 38.7 µM. 290,000 compounds, 9.2% hits. AID 2315; in the data active means inhibition mostly above about 28%, no sharp cut-off; inactive means mostly below about 43%; further: 0% is about no effect
AmpC no deterg – inhibitors of E. coli AmpC beta-lactamase without detergent; P00811; AmpC nitrocefin hydrolysis, absorbance 480 nm, 0.0001% Triton; Potency, µM (highest dose often 57.1 µM), inactives show top-dose activity change, negative = inhibition, actives largely listed as inhibitors; 330,000 compounds, 0.52% hits;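 further: potency means the concentration at half of the fitted maximal effect; plate controls were no compound for no effect and no enzyme for full effect; nearly all actives have a fitted effect of over 20% in size; some results filed as inactive show a strong effect at the top dose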
Target sequence (P00811 whole entry, looked up): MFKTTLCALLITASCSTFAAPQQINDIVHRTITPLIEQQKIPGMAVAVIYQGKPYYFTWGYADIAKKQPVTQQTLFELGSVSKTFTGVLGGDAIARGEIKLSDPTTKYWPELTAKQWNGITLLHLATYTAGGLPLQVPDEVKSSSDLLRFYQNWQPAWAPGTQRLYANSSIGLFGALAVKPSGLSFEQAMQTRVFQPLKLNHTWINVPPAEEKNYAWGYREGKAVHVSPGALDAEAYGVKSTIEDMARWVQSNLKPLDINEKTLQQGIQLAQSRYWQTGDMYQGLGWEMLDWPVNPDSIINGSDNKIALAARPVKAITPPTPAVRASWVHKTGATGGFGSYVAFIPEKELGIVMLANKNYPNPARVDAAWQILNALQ
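AmpC (5.3 nM in the dispensed reagent) in 20 mM phosphate pH 7.0 with 0.01% (detergent screen) or 0.0001% Triton X-100 was preincubated with compounds for 15 min at room temperature. Nitrocefin was then added from an 800 uM solution, and hydrolysis was followed at 480 nm.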
AmpC detergent – AmpC beta-lactamase inhibition with detergent present; AmpC hydrolysis of nitrocefin, absorbance 480 nm, 0.01% Triton; Potency, µM (doses to about 114 µM), without a hit: top-dose activity change, negative = inhibition, most hits filed as inhibitors; 370,000 compounds, 0.041% hits;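 further: potency means the concentration at half of the fitted maximal effect; 0% = no-compound wells and -100% = no-enzyme wells; nearly all actives have a fitted effect of over 25% in size; some results filed as inactive show a strong effect at the top dose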
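AmpC (5.3 nM in the dispensed reagent) in 20 mM phosphate pH 7.0 with 0.01% (detergent screen) or 0.0001% Triton X-100 was preincubated with compounds for 15 min at room temperature. Nitrocefin was then added from an 800 uM solution, and hydrolysis was followed at 480 nm.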
Cycloheximide cs – counter-screen hit for Shiga toxin inhibitors, cycloheximide. cell reporter, cycloheximide protein synthesis inhibition counterscreen. max response, %. 300,000 compounds, 12% hits. AID 2314; in the data active means max response mostly above about 13%, no sharp cut-off; inactive means mostly below about 14%; further: read at 38.3 µM for the half of the compounds with a filed dose; 0% is about no effect
Active calls of the source: *; ? = inconclusive; / = no result given; & = joins results of further samples; [ ] = another dose, or the depositor's remark. Unless noted, the call rests on the fitted dose curve; in most records, active means well fitted curve in the direction sought with a large enough effect; inconclusive means small, poorly fitted or top-dose-only effect, or another doubt; inactive means no such curve, though single readings can be large; an effect the other way counts as inactive or inconclusive.

cpd	SMILES	FBPA Giardia inh	Cycloheximide cs	HCMV antiviral	Shiga inhibitor	AmpC no deterg	AMA1-RON2 inh	AmpC detergent
1	CN(C)CCN1C(=O)C(O)=C(C(=O)c2ccco2)C1c1ccccc1F (stereo not given)	-15%	-1	-12	-2	-7%	11%	0%
2	CC(C)c1ccc(NC(=O)C2=CC=CN3CCS(=O)(=O)N=C23)cc1	/	/	3	/	37%	8%	0%
3	S=C(Nc1cccc(Cl)c1)Nc1ccc2c(c1)OCCO2	?	42*	-16	61*	-40%	4%	?
4	CC1(C)C2CCC(C2)C1C/C=N/NC(N)=S (stereo not given)	-19%	-3	-73*	8	-27%	41%[activator]	8%
5	COc1ccc(-c2cc(C(=O)N3CCN(c4ccc(F)cc4)CC3)no2)cc1	-2%	-2	-76*	12	-9%	-6%	-12%
6	COc1ccc(C2CC(c3cccc(C)c3)n3nc(N)nc3N2)cc1 (stereo not given)	-3%	1	13	-14	?	-3%	8%
7	Cc1cc(=O)c(C(=O)Nc2cccc(N3CCCC3=O)c2)nn1-c1ccccc1Cl	/	/	-19	/	78%[activator]	-12%	-5%
8	CCOc1ccccc1CNC(=O)CCCn1ncn2c(cc3occc32)c1=O	/	-2	16&-16	-3	7%	2%	2%&0%
9	Cc1nc(-c2cccc(NS(=O)(=O)c3cccc4ccccc34)c2)cs1	11%	-2	8	-4	-20%	-10%	?
10	CCc1cc(=O)oc2cc(C)cc(OC(C)C(=O)NC3CCN(Cc4ccccc4)CC3)c12 (stereo not given)	-9%	-5	-10	-3	10%	-3%	-6%
11	O=C(CSc1n[nH]c(-c2cccnc2)n1)Nc1ccc([N+](=O)[O-])cc1Br	?	2	0	4	-36%	-20%	-8%
12	COc1ccc(N/C=C2/Sc3ccccc3NC2=O)cc1	-3%	44*	6	88*	-27%	76%[activator]	3%
13	Cc1ccccc1C(=O)Nc1ccccc1-c1nnn(CC(=O)Nc2ccc3c(c2)OCCO3)n1	5%	38*	-30	41	-38%	8%	2%
14	CC(=O)c1ccc(N2CCN(C(=O)CCCc3nc4ccccc4s3)CC2)cc1	4%	-1	-32	12	66%[activator]	11%	-12%
15	CCOC(=O)C1=C(COC(=O)CC(C)c2ccccc2)NC(=O)NC1C (stereo not given)	/	/	23	/	-1%	-2%	-3%
16	COc1ccccc1/C=C/C(=O)c1ccc(Cl)cc1	-8%	42*	14	83*	-35%	-1%	-2%
17	O=C(NC(=S)Nc1ccc2cn[nH]c2c1)c1ccccc1	?	41*	66	79*	-23%	4%	-11%
18	COc1ccccc1CNC(=O)COC(=O)c1ccc(S(=O)(=O)N2CCCC2)cc1	1%	-2	19	-12	-5%	8%	5%
19	COc1ccc2nc(NC(=O)Cn3cnc4ccccc4c3=O)sc2c1	1%	14	-31	39	-7%	-17%	1%
20	COc1cc(NC(=O)c2ccc3nsnc3c2)cc(OC)c1OC	-11%	-1	-14	-2	-45%	-7%	-3%
21	COc1ccc(NC(=O)c2[nH]ncc2[N+](=O)[O-])cc1	-12%	26*	10	64	-21%	127%[activator]	5%
22	Cc1nn(-c2ccccc2)c(C)c1C(=O)OCC(=O)NC(=O)NC1CCCC1	3%	14	-19	34	0%	-5%	-1%
23	CS(=O)(=O)Nc1ccc(C2=NN(C(=O)CCCC(=O)O)C(c3cccs3)C2)cc1 (stereo not given)	6%	3	-84*	-2	2%	0%	-4%
24	O=C(COc1ccccc1)N1CCN(S(=O)(=O)c2ccc(Cl)cc2)CC1	3%	-5	-10	-2	2%	5%	-3%
25	CCOC(=O)Cn1nc(C)n(-c2c(C)cccc2C)c1=O	5%	-2	-22	-3	0%	28%	-1%
26	COc1ccc2[nH]c(=O)c(CN(CCO)S(=O)(=O)c3c(C)ccc4nsnc34)cc2c1	-3%	1	-3	20	-12%	5%	?
27	N#Cc1nc(COc2ccccc2F)oc1NCc1ccc(F)cc1	0%	35*	-31	64*	-27%	-17%	-2%
28	COc1ccc(N2CCN(C(=O)c3ccc4c(=O)n(CC5CCCO5)c(=O)[nH]c4c3)CC2)cc1 (stereo not given)	4%	-3	-30	-6	4%	2%	0%
29	COc1ccccc1N1CCN(S(=O)(=O)c2ccc(NC(C)=O)cc2)CC1	-7%	-3	-10	-6	23%	-5%	-6%
30	COC(=O)c1cc2nc(-c3ccc(OC)c(OC)c3)cc(C(F)(F)F)n2n1	1%	-3	-9	-6	-12%	7%	3%
31	Cc1ccc(SC(CC(=O)c2ccc(C(C)(C)C)cc2)C(=O)O)cc1 (stereo not given)	24%	8	-34	29	-18%	4%	?
32	CCN1C(=O)N(CC)C2C1N(CO)C(=O)N2CO (stereo not given)	2%	0	8	35	4%	-4%	-5%
33	O=C(Nc1ccc(C(=O)O)cc1)/C(=C\c1ccc2c(c1)OCO2)NC(=O)c1ccco1	-2%	4	-14	-5	-21%	2%	5%
34	O=C(Nc1ccccc1F)C(=Cc1sc(N2CCOCC2)nc1-c1ccccc1)C(=O)Nc1ccccc1F	2%	-3	-70*	-13	1%	3%	-5%
35	Nc1c(Cl)cc(-c2cn(CCC(=O)O)c(-c3ccncc3)n2)cc1Cl	/	/	-28	/	-14%	-4%	-11%
36	O=C(COC(=O)Cc1ccc(Cl)cc1)NCCc1ccccc1	/	/	-38	/	43%	5%	14%
37	CCCC(O)(c1ccc(OC)cc1)C(CN(C)C)c1ccccc1 (stereo not given)	-3%	-3	-15	-18	13%	0%	?
38	Cc1cc(NC(=O)c2ccc3nccnc3c2)ccc1Br	/	/	26	/	9%	-20%	/
39	COC(=O)c1nn(-c2ccc(F)cc2)ccc1=O	7%	1	-33	-8	-15%	-3%	-4%
40	C=CCN1C(=O)C(CC(=O)NCC)SC1=Nc1ccccc1OC (stereo not given)	-12%	-1	1	-7	13%	2%	2%
41	CCOC(=O)CN(C)C(=O)C1CC(CO[Si](C)(C)C(C)(C)C)=CN1C(=O)OC(C)(C)C (stereo not given)	-1%	7	/	4	/	/	/
42	CCOC(=O)c1cn(CC)c2cc(F)c(F)cc2c1=O	3%	-2	13	16	-19%	10%	3%
43	CN(CC(=O)OCC(N)=O)S(=O)(=O)c1ccc(Cl)cc1	1%	-1	36	-9	-14%	-20%	-8%
44	O=C(/C=C/c1ccccc1Cl)N1CCCN(C(=O)/C=C/c2ccccc2Cl)CC1	-1%	6	74	11	-37%	-8%	?
45	CCC(=O)N1CCN(c2ccccc2NC(=S)NC(=O)c2ccco2)CC1	/	-2	-9	-1	170%[activator]	11%	-10%

Nothing new here: an excerpt of the list.
cpd	SMILES	FBPA Giardia inh	Cycloheximide cs	HCMV antiviral	Shiga inhibitor	AmpC no deterg	AMA1-RON2 inh	AmpC detergent
30	COC(=O)c1cc2nc(-c3ccc(OC)c(OC)c3)cc(C(F)(F)F)n2n1	1%	-3	-9	-6	-12%	7%	3%
31	Cc1ccc(SC(CC(=O)c2ccc(C(C)(C)C)cc2)C(=O)O)cc1 (stereo not given)	24%	8	-34	29	-18%	4%	?
32	CCN1C(=O)N(CC)C2C1N(CO)C(=O)N2CO (stereo not given)	2%	0	8	35	4%	-4%	-5%
33	O=C(Nc1ccc(C(=O)O)cc1)/C(=C\c1ccc2c(c1)OCO2)NC(=O)c1ccco1	-2%	4	-14	-5	-21%	2%	5%
34	O=C(Nc1ccccc1F)C(=Cc1sc(N2CCOCC2)nc1-c1ccccc1)C(=O)Nc1ccccc1F	2%	-3	-70*	-13	1%	3%	-5%
35	Nc1c(Cl)cc(-c2cn(CCC(=O)O)c(-c3ccncc3)n2)cc1Cl	/	/	-28	/	-14%	-4%	-11%
36	O=C(COC(=O)Cc1ccc(Cl)cc1)NCCc1ccccc1	/	/	-38	/	43%	5%	14%
37	CCCC(O)(c1ccc(OC)cc1)C(CN(C)C)c1ccccc1 (stereo not given)	-3%	-3	-15	-18	13%	0%	?
38	Cc1cc(NC(=O)c2ccc3nccnc3c2)ccc1Br	/	/	26	/	9%	-20%	/
39	COC(=O)c1nn(-c2ccc(F)cc2)ccc1=O	7%	1	-33	-8	-15%	-3%	-4%
40	C=CCN1C(=O)C(CC(=O)NCC)SC1=Nc1ccccc1OC (stereo not given)	-12%	-1	1	-7	13%	2%	2%
41	CCOC(=O)CN(C)C(=O)C1CC(CO[Si](C)(C)C(C)(C)C)=CN1C(=O)OC(C)(C)C (stereo not given)	-1%	7	/	4	/	/	/
42	CCOC(=O)c1cn(CC)c2cc(F)c(F)cc2c1=O	3%	-2	13	16	-19%	10%	3%
43	CN(CC(=O)OCC(N)=O)S(=O)(=O)c1ccc(Cl)cc1	1%	-1	36	-9	-14%	-20%	-8%
44	O=C(/C=C/c1ccccc1Cl)N1CCCN(C(=O)/C=C/c2ccccc2Cl)CC1	-1%	6	74	11	-37%	-8%	?
45	CCC(=O)N1CCN(c2ccccc2NC(=S)NC(=O)c2ccco2)CC1	/	-2	-9	-1	170%[activator]	11%	-10%

Results in sequence from the entries so far.
AMA1-RON2 inh, entries 38 to 45, in order: -20%, -3%, 2%, /, 10%, -20%, -8%, 11%
Cycloheximide cs, entries 38 to 45, in order: /, 1, -1, 7, -2, -1, 6, -2
AmpC detergent, entries 38 to 45, in order: /, -4%, 2%, /, 3%, -8%, ?, -10%

(cont.)
cpd	SMILES	FBPA Giardia inh	Cycloheximide cs	HCMV antiviral	Shiga inhibitor	AmpC no deterg	AMA1-RON2 inh	AmpC detergent
46	COc1ccc(Cl)cc1-n1c(C)cc(C=O)c1C	-17%	-1	-19	27	-6%	-9%	-9%
47	Cn1nnnc1SCC(=O)NCC(=O)c1ccccc1	4%	7	3	8	-10%	6%	3%
48	C=CCOc1cccc(C2c3c(oc4ccccc4c3=O)C(=O)N2c2ccccn2)c1 (stereo not given)	2%	-2	-4	-11	-24%	0%	-13%
49	O=C(CN(Cc1ccccc1Cl)C(=O)CNS(=O)(=O)c1ccc(F)cc1)NCC1CCCO1 (stereo not given)	/	-6	-24	4	41%	-7%	2%
50	O=C(COC(=O)c1cccc(S(=O)(=O)N2CCCCC2)c1)NC1CCCCC1	/	/	40	/	-11%	-14%	-2%
51	N#Cc1c(NC(=O)c2ccccc2)sc2c1CCCCC2	0%	48*	76	55*	-29%	4%	?
52	O=C(COC(=O)c1ccc(F)c(S(=O)(=O)N2CCOCC2)c1)Nc1ccc2c(c1)OCO2	/	/	7	/	-24%	-10%	3%
